Assay outcomes as filed in PubChem.
AHR activator: AHR activators, primary screen, cell-based, luminescence, luciferase reporter, human; Aryl hydrocarbon receptor (Homo sapiens), P35869; 320,000 tested, 2.5% active; AID 2796, 2010; activation, % at 5 µM; AHR-responsive luciferase reporter cells; in the data active = activation above about 47%;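 also: 0% = vehicle wells and 100% = reference agonist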
Target sequence (P35869 whole entry, looked up): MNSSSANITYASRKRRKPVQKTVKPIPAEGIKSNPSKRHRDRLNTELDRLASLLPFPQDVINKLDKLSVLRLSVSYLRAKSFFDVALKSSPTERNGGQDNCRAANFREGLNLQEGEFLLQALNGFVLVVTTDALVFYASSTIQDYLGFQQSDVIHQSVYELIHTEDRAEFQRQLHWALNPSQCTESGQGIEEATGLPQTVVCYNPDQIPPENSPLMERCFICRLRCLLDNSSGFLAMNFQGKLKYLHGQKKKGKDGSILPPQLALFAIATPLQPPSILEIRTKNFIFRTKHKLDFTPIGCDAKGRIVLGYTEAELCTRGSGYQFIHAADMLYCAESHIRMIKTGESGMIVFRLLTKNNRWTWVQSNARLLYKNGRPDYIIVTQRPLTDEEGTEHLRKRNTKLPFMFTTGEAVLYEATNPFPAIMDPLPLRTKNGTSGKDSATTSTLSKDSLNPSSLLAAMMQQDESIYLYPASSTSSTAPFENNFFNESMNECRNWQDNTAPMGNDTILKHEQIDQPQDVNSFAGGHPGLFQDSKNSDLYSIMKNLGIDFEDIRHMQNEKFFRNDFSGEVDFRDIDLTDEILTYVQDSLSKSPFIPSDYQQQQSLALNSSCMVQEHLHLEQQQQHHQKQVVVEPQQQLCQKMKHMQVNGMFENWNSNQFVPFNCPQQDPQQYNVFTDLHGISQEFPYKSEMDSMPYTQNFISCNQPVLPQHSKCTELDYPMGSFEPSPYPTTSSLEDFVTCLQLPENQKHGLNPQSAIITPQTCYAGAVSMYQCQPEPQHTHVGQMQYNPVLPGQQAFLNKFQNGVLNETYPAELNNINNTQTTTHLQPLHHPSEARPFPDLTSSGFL
Efflux pump inh: inhibitors of Candida efflux pumps in yeast, primary screen, S. cerevisiae, Nile Red, multiplex; inhibition, % at 10 µM; S. cerevisiae Candida pump triplex; 330,000 tested, 0.44% active;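 active = plate passing quality check with inhibition over a set limit, or well fluorescence over plate mean plus 4 SD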;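 also: Nile Red retained in pooled yeast measured as flow cytometry median fluorescence; 0% = buffer negative control and 100% = Enniatin B positive control; higher means more Nile Red kept so more efflux inhibition; some compounds called inactive have numbers as strong as hits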
RPL19A-GFP yeast: RPL19A-GFP expression modulators in yeast, primary screen, cell-based, S. cerevisiae, multiplex flow cytometry, MLPCN. S. cerevisiae RPL19A-GFP strain, 3 h; stronger effect = lower value. percent response vs DMSO, % at 10 µM. 330,000 tested, 0.3% active. AID 2025, 2009;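 active = percent response vs DMSO below 50%; inconclusive = fewer than 70 events counted for the yeast strain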;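 also: median channel GFP fluorescence of the barcoded RPL19A-GFP strain; ratio of sample median GFP to plate DMSO average so 100% = DMSO; lower means less RPL19A-GFP as with rapamycin TOR inhibition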
LAP4-GFP MLPCN: modulators of LAP4-GFP expression in yeast, primary screen, S. cerevisiae, multiplex flow cytometry, MLPCN library; 3 h; median GFP as percent of DMSO wells; GFP response vs DMSO, % at 10 µM; 320,000 tested, 0.34% active; AID 2023, 2009;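 active = GFP response vs DMSO above a set limit, about the screen mean plus 3 SD, cut at about 150% in these data; inconclusive = under 70 cell events counted for the yeast strain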
MEP2-GFP yeast: modulators of MEP2-GFP levels in yeast, primary screen, S. cerevisiae, multiplex flow cytometry, MLPCN library. S. cerevisiae MEP2-GFP strain, 3 h; 100% = DMSO control level. GFP response vs DMSO, % at 10 µM. 330,000 tested, 0.51% active. AID 2016, 2009;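 active = GFP response versus DMSO above a set limit, roughly screen mean plus 3 SD, cut at about 180% in these data; inconclusive = fewer than 70 cells counted for a yeast strain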;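 also: median GFP fluorescence of the barcode-gated MEP2-GFP cells per well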
Yeast superoxide: reduction of superoxide in aged yeast, primary screen, HTS; S. cerevisiae aged cells, superoxide DHE fluorescence; stronger effect = lower value; superoxide response (% of plate mean), % at 10 µM; 330,000 tested, 0.18% active; AID 2690, 2010;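 active = superoxide response under a set limit, about three screen SD below normal, cut at about 65% in these data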;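 also: yeast aged for seven days with compound at 30 °C before DHE staining; 100% = average MFI of all compound-treated wells on the plate with controls excluded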
CIT2 TOR yeast: modulators of CIT2-GFP expression in yeast, primary screen, S. cerevisiae, GFP fusion, multiplex flow cytometry, MLPCN library; S. cerevisiae CIT2-GFP strain, 3 h; 100 means same as DMSO wells; GFP response vs DMSO, % at 10 µM; 320,000 tested, 0.065% active;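 active = GFP response relative to DMSO above a set limit, near the screen mean plus 3 SD, cut at about 150% in these data; inconclusive = Fewer than 70 cells measured for a yeast strain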;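 also: ratio of well median GFP fluorescence to mean of DMSO wells on the plate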
AGP1-GFP MLPCN: modulators of AGP1-GFP expression in yeast TOR pathway, primary screen, cell-based, multiplex flow cytometry, S. cerevisiae, MLPCN library | 3 h; GFP as percent of DMSO wells | GFP response vs DMSO, % at 10 µM | 320,000 tested, 0.02% active;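 active = GFP response relative to DMSO above a set limit, near screen average plus 3 SD, cut at about 150% in these data; inconclusive = fewer than 70 cells counted for the yeast strain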;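 also: median GFP channel fluorescence of the gated AGP1 strain per well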
An asterisk follows results filed as active; ? = inconclusive; nt = no result given; [ ] = dose if it differs, or a comment.

Values run as follows: AHR activator	Efflux pump inh	RPL19A-GFP yeast	LAP4-GFP MLPCN	MEP2-GFP yeast	Yeast superoxide	CIT2 TOR yeast	AGP1-GFP MLPCN
O=C(NC1(C(F)(F)F)C(=O)Nc2c1c(=O)[nH]c(=O)n2-c1ccccc1)c1ccncc1 (stereo not drawn)
 : -1	0.0	102	101	105	95	108	106
CCN(CC(=O)Nc1ccccc1C(F)(F)F)C(=O)c1cc2c(s1)CCCCC2
 : 0	0.0	98	94	98	97	104	97
COc1ccc(OC)c(-c2cc(C(=O)NC3CCCC3)c3ccccc3n2)c1
 : 20	0.0	99[may fluoresce green]	101[may fluoresce green]	97[may fluoresce green]	72	108[may fluoresce green]	101[may fluoresce green]
COc1ccc(NC(=O)CC2(CC(=O)O)CCCC2)cc1
 : 2	0.0	105	99	110	110	103	98
CCC(C)c1ccc(OCC(=O)O)cc1 (stereo not drawn)
 : -2	-0.1	103	95	101	100	105	106
CCCc1ccc2oc(C(=O)N3CCN(CCC(N)=O)CC3)c(C)c2c1
 : 3	0.0	93	73	92	101	94	136
COCCN1C(=O)C(CC(=O)Nc2ccc(C(=O)O)cc2)SC1=Nc1ccccc1 (stereo not drawn)
 : 0	-0.1	104	99	100	106	104	111
CCOc1ccccc1-n1c(=S)sc2c(=O)n(-c3ccc(C)cc3)c(=S)[nH]c21
 : 0	0.3	101	107	106	103	95	108
Cc1cccc(NC(=O)C2C3C=CC(C4CC34)C2C(=O)O)c1 (stereo not drawn)
 : 9	-0.6	92	89	96	102	106	94
CCc1c(C)sc(NC(=O)c2ccc(Br)o2)c1C(=O)OC
 : 27	0.1	97	102	101	109	94	98
Cc1nn(-c2ccc(F)cc2)c(C)c1CN1CCN(CCc2ccccc2)C(CCO)C1 (stereo not drawn)
 : 2	0.0	92	94	96	86	100	112
COC(=O)Nc1ccc2ncn(C)c(=O)c2c1
 : 1	0.0	100	99	97	104	94	98
O=[N+]([O-])c1ccc(N2N=C(c3ccccc3)CC2c2ccccc2O)cc1 (stereo not drawn)
 : nt	0.0	68[may fluoresce violet]	98[may fluoresce violet]	299*[may fluoresce violet]	105	?	24[may fluoresce violet]
Cc1ccccc1Cn1c(=O)n(CCCC(=O)NCc2ccco2)c(=O)c2ccccc21
 : 0	0.0	98	100	111	93	116	104
CCOc1ccc(S(=O)(=O)NCc2ccc(F)cc2)c2cccnc12
 : 7	0.0	84	85	81	97	82	91
CC(C)(C)C(=O)Nc1ccc(C(=O)N/N=C/C2CC3C=CC2C3)cc1 (stereo not drawn)
 : -1	0.1	103	95	105	93	102	100
CS(=O)CCC(NS(=O)(=O)c1ccccc1)C(=O)O (stereo not drawn)
 : -3	0.1	94	89	95	99	95	95
CC1CCN(c2ccc(NC(=O)c3cccnc3Cl)cc2)CC1
 : 10	0.1	94	98	100	90	92	94
O=S1(=O)CCO[C@H]2Cc3ccccc3[C@H]2N1Cc1ccccc1F
 : -2	0.0	101	133	94	103	92	87
Cc1ccsc1C1NC(=O)c2c(sc3c2CCN(C)C3)N1 (stereo not drawn)
 : 92*	-0.1	100	101	100	103	108	101
C/C(=N\NC(N)=O)c1cc(Cl)cc(Cl)c1O
 : 2	0.0	98	103	96	95	94	103
COc1ccc(NC(=O)CN(C)C(=O)CSc2nc3ccccc3s2)cc1
 : 16	0.0	98	125	100	95	99	106
CCOc1cc(Cl)c(CNCCCN2CCOCC2)cc1OC
 : 1	0.1	102	91	108	99	105	99
CCCCn1cnc2c(sc3nc4c(cc32)CSC(C)(C)C4)c1=O
 : 4	-0.1	93	97	96	111	96	97
CC(=O)Oc1ccc(N(C(C)=O)S(=O)(=O)c2ccc(C)cc2)c2ccccc12
 : 4	0.1	95	104	94	97	93	106
O=C(Nc1cccnc1)C1CCN(S(=O)(=O)c2cccc3nonc23)CC1
 : 5	0.0	99	107	104	101	106	102
CCOC(=O)N1CCN(CC(=O)Nc2ccc(F)cc2F)CC1
 : -1	-0.2	99	93	95	102	103	99
CCCN1C(=O)/C(=c2\sc3nc(=O)c(Cc4ccc(C)cc4)nn3c2=O)c2ccccc21
 : 23	0.0	95	96	93	102	92	97
Cc1c(NC(=O)CCCN2C(=O)c3cccc4cccc(c34)C2=O)c(=O)n(-c2ccccc2)n1C
 : 0	0.1	101	105	103	95	107	106
COc1ccccc1/C=C1\SC(N2CCC(C)CC2)=NC1=O
 : 22	0.1	98	91	100	120	96	87
CCCCNC(=O)NC1CCCC1
 : 1	-0.1	99	107	122	97	101	103
CCn1c(C)c(P(=O)(N2CCOCC2)N2CCOCC2)c2ccccc21
 : 4	0.1	109	97	106	129	101	103
COc1ccc(C(=O)N=S2CCN(C(=O)c3ccc(Cl)cc3)CC2)cc1
 : 6	0.1	97	104	103	108	90	93
CCCCN1C(=O)C(=O)c2cc(Cl)ccc21
 : 11	-0.1	100	101	100	94	102	101
COCCNC(=S)N/N=C/c1ccccc1C(=O)O
 : 2	-0.1	96	95	102	91	91	101
C1CN=C(NC23CC4CC(CC(C4)C2)C3)C1
 : 6	-0.1	100	91	105	105	103	95
COc1ccc2c(C)cc(SCC(=O)Nc3nsc(-c4ccc(C)cc4)n3)nc2c1
 : 0	-0.2	98	106	103	90	99	99
COCC(=O)N1CCC(n2nnc3cc(C(F)(F)F)ccc32)CC1
 : 0	0.0	105	95	101	94	105	102
COCc1cc(CNC(=O)C2CCC(=O)N(Cc3ccccc3OC)C2)[nH]n1 (stereo not drawn)
 : -3	0.3	103	95	101	89	100	101
COc1ccc(/C=C/C(=O)OCc2csc(-c3ccccc3)n2)cc1OC
 : 2	0.3	88	109	89	102	83	97
COc1ccc(C(C)=O)cc1COC(=O)c1ccc2c(c1)OCO2
 : 2	0.4	98	99	102	116	91	97
Cc1nnc2n1N=C(c1ccc(F)cc1F)CS2
 : 3	-0.2	99	99	107	96	99	96
CCCn1c(N)c(C(=O)CSc2ncc(C(F)(F)F)cc2Cl)c(=O)[nH]c1=O
 : 0	0.0	99	100	100	104	101	101
COc1ccc(C(=O)N[C@H]2COC(C)(C)O[C@H]2c2ccccc2)cc1
 : -1	-0.2	98	102	95	105	94	101
Cc1cccc(N2CC(O)=C(c3nc4ccccc4n3C)C2=N)c1
 : 2	-0.3	109	121	107	100	111	108
C/C(=N\NC(=O)c1ccc(Cn2cc([N+](=O)[O-])cn2)o1)c1cccc(NC(=O)C(C)C)c1
 : 22	-0.1	100	90	88	92	100	98
CCCCNS(=O)(=O)c1ccc2nc(SCC(N)=O)[nH]c2c1
 : 0	-0.1	100	109	94	92	118	109
CCOc1ccccc1/C=C/c1onc(C)c1S(=O)(=O)N1CCC(C(=O)N(CC)CC)CC1
 : 4	0.2*	105	86	115	114	103	96
COc1ccc(CNC(=O)COc2ccc(S(=O)(=O)N3CCCCC3)cc2)cc1
 : -2	-0.1	100	87	94	108	97	88
CN1/C(=C\C(=O)C(F)F)C(C)(C)c2ccccc21
 : -1	0.5	108	95	104	113	96	98
Cc1nnc(SCC(=O)c2ccc([N+](=O)[O-])cc2)s1
 : 1	-0.1	88	98	86	67	91	91
COc1cccc(/C=N/NC(=O)CCC(=O)Nc2ccc(Br)cc2)c1
 : 7	0.5	107	136	195*	102	149	96
Cc1noc(/C=C/N(C)C)c1S(=O)(=O)N1CCCC(C(=O)NCc2ccccc2Cl)C1 (stereo not drawn)
 : 0	-0.3	92	88	86	118	89	94
COC(=O)Cn1c(=O)c2c(n(Cc3ccccc3)c1=O)N/C(=C/c1ccc(OC)cc1)C2=O
 : -1	-0.2	103	101	101	117	101	95
CCc1c(C#N)c(N)nc(SCC(=O)OCc2ccccc2)c1C#N
 : 2	-0.1	98	94	102	97	80	97
CCCC(=O)N(c1ccc(OCC)cc1)C1C=CS(=O)(=O)C1 (stereo not drawn)
 : -1	0.1	98	91	98	92	102	103
O=C(NCC(O)CN1CCOCC1)c1ccc([N+](=O)[O-])cc1 (stereo not drawn)
 : -2	0.4	104	106	101	110	103	98
O=C(O)C1CCN(C(=O)c2cc(F)cc3c2OCOC3)CC1
 : 3	-0.1	97	109	98	97	109	108
CN(Cc1nc(-c2ccccn2)no1)S(=O)(=O)c1ccc(Br)cc1
 : 0	0.0	110	115	114	97	105	107
Cc1ccc(-c2nnc(SCC(=O)NNC(=O)COc3cccc4ccccc34)n2C)cc1
 : -3	0.1	98	84	103	86	97	91

Next part:
Values run as follows: AHR activator	Efflux pump inh	RPL19A-GFP yeast	LAP4-GFP MLPCN	MEP2-GFP yeast	Yeast superoxide	CIT2 TOR yeast	AGP1-GFP MLPCN
CCCn1c(NC(=O)c2ccccc2)nc2ccccc21
 : 46	0.2	89	82	94	102	77	80
CC(=O)c1sc(NC(=O)c2ccc(F)c(S(=O)(=O)N3CCOCC3)c2)nc1C
 : 0	0.0	95	87	90	86	92	92
CC1(C)Cc2c(c(=S)nc(-c3ccccc3)n2CCCN2CCOCC2)CO1
 : -1	-0.1	97	94	102	97	101	104
c1ccc(-c2cc3c(nn2)CCc2nonc2-3)cc1
 : 57*	-0.1	104	110	103	116	97	109
CCCN1CCN(S(=O)(=O)c2cc3c(cc2C)NC(=O)CO3)CC1
 : 0	0.3	106	121	104	102	116	111
NNC(=O)Cn1c(-c2ccccn2)nc2ccccc21
 : 4	0.0	104	94	104	105	104	99
CN(C)CCCNCCCNC(=O)c1ccco1
 : 1	0.1	104	111	107	102	93	97
COc1ccccc1-c1sc2ccccc2c1-c1ccccc1OC
 : 5	-0.6	95	100	89	94	94	97
CC(=O)N1CCc2cc(S(=O)(=O)NCCCOC(C)C)ccc21
 : 0	0.2	103	103	107	95	107	101
O=C(/C=C/NCc1cccnc1)c1ccc(-c2ccccc2)cc1
 : 14	-0.1	106	97	104	104	106	88
CCCCn1c(N)c(N(C(=O)CSc2nnc(C)n2-c2ccccc2)C2CCCC2)c(=O)[nH]c1=O
 : 1	-0.1	99	106	105	74	103	104
CC1=NNC(=O)C1Cc1ccccc1C (stereo not drawn)
 : -1	-0.1	89	107	94	89	107	101
Cc1cccc(C)c1NC(=O)C1(N(Cc2ccco2)C(=O)c2ccccn2)CCCC1
 : -1	0.1	60[may fluoresce violet]	106[may fluoresce violet]	277*[may fluoresce violet]	92	?	nt
O=C(O)CC1(O)C(=O)N(Cc2ccccc2)c2ccccc21 (stereo not drawn)
 : 1	1.0	102	92	100	92	96	98
O=C(CC1Sc2ccccc2NC1=O)NCc1ccc(Cl)cc1 (stereo not drawn)
 : 3	0.1	95	93	90	107	92	95
CCN(CC)c1nc(N)c([N+](=O)[O-])c(NCCO)n1
 : 3	0.4	103	92	103	98	97	98
CCOc1ccccc1N1CCN(Cc2ccco2)CC1
 : -3	0.0	104	100	107	90	110	111
CC1C(=O)OC(c2ccc(Br)cc2)C(C)(C)C1=O (stereo not drawn)
 : -1	0.0	98	123	101	107	91	105
COc1ccc(-n2c(-c3ccc(Br)cc3)nc(=S)c3c2CCCC3)cc1
 : 4	-0.2	101	97	110	117	91	97
Cc1ccc(-n2nc3c(c2NC(=O)c2ccc(OC(C)C)cc2)CS(=O)C3)cc1 (stereo not drawn)
 : 12	-0.1	103	112	103	88	104	105
CC(C)(C)OC(=O)N1CCC(c2c(C(=O)N3CCN(C(=O)c4ccco4)CC3)cnn2-c2ccc(F)cc2F)CC1
 : 3	0.0	104	98	112	110	104	102
